# Y pestis TopoI = Y. pestis Topo-I inhibition via cleavage products | activity, % at 10 µM | actives 0.064% (n = 360,000) | Y. pestis Topo-I cleavage product accumulation, plate reader | AID 504884; in the data active = activity above about 50%, passing the limit was not always enough; inconclusive = no clear call, values can overlap the other calls; note: inactives centre near 2
# PrPC surface inh = cell surface PrPC inhibition, primary TR-FRET screen | P04156 | TR-FRET read-out | inhibition, % at 13.8 µM | actives 0.43% (n = 370,000) | AID 720596; in the data active = inhibition above about 24%; note: 0% = median of the test wells and 100% = reference compound wells
# TcdB inh = TcdB glycohydrolase inhibition. P18177. TcdB glycohydrolase enzymatic assay, plate reader. inhibition, % at 9.99 µM. actives 0.24% (n = 350,000); in the data active = inhibition above about 10%
# BH1578 lux ind = inducers of Vibrio cholerae quorum light production without autoinducers; V. cholerae BH1578 lux reporter, luminescence, 6 h; activation, % at 18.7 µM; actives 0.16% (n = 350,000); in the data active = activation mostly above about 9.7%, no sharp cut-off; inconclusive = no clear call, values can overlap the other calls; inactive = mostly below about 3.7%; note: not every result past the cut was called active; inactives centre near 0; reference of the scale not given here
# SARS 3CLpro inh = SARS-CoV 3CLpro protease inhibition. recombinant SARS-CoV 3CLpro, quenched FRET peptide cleavage. AID 1706. actives 0.14% (n = 290,000). inhibition, % at 6 µM. P0C6X7; in the data active = inhibition above about 12%
# PriA SSB inh = inhibitors of Klebsiella pneumoniae PriA binding to SSB C-terminal tail | AlphaScreen SSBct-PriA binding, biotinylated peptide | inhibition, % at 33 µM | actives 0.6% (n = 430,000); in the data active = inhibition mostly above about 37%, no sharp cut-off; inactive = mostly below about 20%;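 note: plate controls were negative control peptide for no effect and reference peptide for full effect; strong numbers were not always called active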
# PfHsp40 yeast = restores yeast growth despite PfHsp40 toxicity | S. cerevisiae expressing PfHsp40, growth rescue, ATP luminescence | growth rescue, % at 12.5 µM | actives 0.68% (n = 340,000) | AID 504582; in the data active = growth rescue above about 28%, passing the limit was not always enough; inconclusive = no clear call, values can overlap the other calls;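 note: yeast W303a lacking pdr1 and pdr3 grown in galactose medium; growth measured after three days at 30 °C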
# Anthrax LF prot = inhibitors of Bacillus anthracis lethal factor protease; P15917; multiplex microsphere protease cleavage assay, LF; inhibition, % at 10 µM; actives 0.12% (n = 360,000); note: plate controls were buffer without enzyme for full effect and enzyme alone for no effect
# Target sequence (P15917 whole entry, looked up): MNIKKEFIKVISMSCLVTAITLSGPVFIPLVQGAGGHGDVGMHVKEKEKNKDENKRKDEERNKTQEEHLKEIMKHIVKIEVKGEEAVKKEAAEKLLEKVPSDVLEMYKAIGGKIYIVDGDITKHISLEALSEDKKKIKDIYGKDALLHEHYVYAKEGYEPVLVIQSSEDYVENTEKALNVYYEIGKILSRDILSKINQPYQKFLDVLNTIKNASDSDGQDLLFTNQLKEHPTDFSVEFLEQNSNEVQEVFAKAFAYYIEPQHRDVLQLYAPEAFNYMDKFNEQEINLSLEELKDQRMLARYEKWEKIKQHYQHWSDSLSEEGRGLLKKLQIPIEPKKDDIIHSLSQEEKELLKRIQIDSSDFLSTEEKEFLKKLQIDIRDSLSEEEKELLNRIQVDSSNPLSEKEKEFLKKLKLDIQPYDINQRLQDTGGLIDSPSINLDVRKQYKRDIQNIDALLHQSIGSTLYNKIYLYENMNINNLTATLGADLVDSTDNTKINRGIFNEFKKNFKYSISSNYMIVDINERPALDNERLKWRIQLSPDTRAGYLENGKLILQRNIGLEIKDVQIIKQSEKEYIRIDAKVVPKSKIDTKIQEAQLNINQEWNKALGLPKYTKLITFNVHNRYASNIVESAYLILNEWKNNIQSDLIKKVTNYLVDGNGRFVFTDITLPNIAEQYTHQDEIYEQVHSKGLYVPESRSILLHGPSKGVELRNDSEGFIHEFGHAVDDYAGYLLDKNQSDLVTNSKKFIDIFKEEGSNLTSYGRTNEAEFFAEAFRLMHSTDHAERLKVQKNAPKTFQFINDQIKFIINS
# BoNT A protease = BoNT A light chain protease inhibition; actives 0.17% (n = 360,000); AID 588499; inhibition, % at 10 µM; multiplex microsphere protease substrate cleavage, flow cytometry; note: plate controls were buffer without enzyme for full effect and enzyme alone for no effect
# * = called active by the depositor; i = inactive; ? = inconclusive; . = no result given; & = joins results of further samples. Cut-off read from the data, not from the text of the source, unless noted: active = inhibition above about 30%; inconclusive = no clear call, values can overlap the other calls; inactive = below that.
molecule	Y pestis TopoI	PrPC surface inh	TcdB inh	BH1578 lux ind	SARS 3CLpro inh	PriA SSB inh	PfHsp40 yeast	Anthrax LF prot	BoNT A protease
N#CCN(C(=O)CSc1nnc(C2CC2)n1C1CC1)c1ccccc1	3.6	3.4	-0.2	-0.9	.	.	.	-2.3	-0.1
Cc1ccc(S(=O)(=O)N(C)CC(=O)NCCCn2ccnc2)cc1	-2.3	-2.7	0.2	-0.2	1.6	-23.7	-0.6	-0.2	1.1
CC(=O)c1cccc(-c2ccc3c(c2)C(C)(Cc2ccc(S(C)(=O)=O)cc2)C(=O)N3)c1 (stereo not given)	21.9	3.2	0.5	-0.9	.	.	.	0.3	-0.3
COc1ccc(NC(=O)CC2CCCCC2)cc1OC	12.8	-6.6	.	-0.4	-8.1	1.4	-0.8	1.8	0.6
COc1ccc(CCN2C(=O)c3[nH]nc(-c4ccccc4O)c3C2c2cccc(Cl)c2)cc1 (stereo not given)	30.1	8.5	.	-1.1	3.1	9.7	-1.5	7.1	0.8
OC(c1cccc(Cl)c1)c1nc(-c2cnc3ccccc3c2)cs1 (stereo not given)	6.2	-3.2	0.2	-0.3	.	.	.	-3.3	-0.3
Cc1ccc(S(=O)(=O)NCCCNS(=O)(=O)c2ccccc2Br)cc1	13.5	0.3	0.3	0.7	.	-18.7	-0.3	1.9	-0.4
CCC(=O)c1ccc(N2CCN(C(=O)c3cc([N+](=O)[O-])ccc3F)CC2)c(F)c1	11.0	-10.5	2.3	-0.2	1.5	14.5	-0.3	6.5	0.3
CC1CCN(c2nc(-c3ccccc3)cc(C(F)(F)F)n2)CC1	5.3	-11.0	.	13.3	-1.9	-113.9	0.7	-6.2	1.5
O=C(O/N=C1\C(=O)N(c2ccccc2)c2ccccc21)C1CC1	14.9	-9.7	-0.7	-0.2	2.4	.	-1.3	11.3	0.2
CCOC(=O)c1ccccc1NC1c2ccccc2C(=O)N1c1cc(C)ccn1 (stereo not given)	38.8	-5.4	0.8	-0.6	1.4	-6.1	0.7	-11.0	-0.9
COC(=O)c1ccsc1NC(=O)CS(=O)(=O)c1ccccc1	6.4	3.1	0.5	i	.	-0.3&-6.0	8.7	.	.
NC(=O)CC(NC(=O)Cc1cccc2ccccc12)c1ccc(NCc2ccccn2)c([N+](=O)[O-])c1 (stereo not given)	-4.3	-8.0	1.6	-1.0	.	3.3	-0.3	-1.1	0.0
CN(CC(=O)NCc1ccco1)S(=O)(=O)c1ccc(F)cc1	1.2	-3.9	0.8	-0.5	7.8	7.7	2.6	-1.4	1.3
O=C(C1CCCN1S(=O)(=O)c1cccc2nsnc12)N1CCN(c2ccccc2)CC1 (stereo not given)	6.7	.	.	-0.6	-5.6	7.3	0.3	-0.5	-0.9
CCN(CC)C(=O)Cn1nnc(-c2ccc(C)o2)n1	-7.9	-1.9	.	i	-1.2	1.9	-0.5	-13.6	0.7
Cc1nc2sc(C(c3cccc(F)c3)N3CCCCC3)c(O)n2n1 (stereo not given)	-1.4	-7.2	.	7.7	-4.1	-13.8	-0.5	-0.9	-0.7
N#Cc1c(-c2ccccc2)cc(-c2ccccc2)nc1SCc1nnc(-c2ccccc2)o1	-2.6	2.1	.	0.0	1.8	-17.1	-1.8	-0.5	1.3
CC(=O)c1ccc(N2CCN(C(=O)c3ccco3)CC2)c(F)c1	-0.4	-7.2	.	-0.3	2.3	-8.1	0.6	-1.7	-0.3
CC1(c2ccccc2)NC(=O)N(Cc2ccc([N+](=O)[O-])cc2)C1=O (stereo not given)	-3.1	-15.4	.	0.5	1.7	-2.4	-1.6	-6.7	-2.3
CCCN(C(=O)COc1ccc(Cl)cc1Cl)c1c(N)n(Cc2ccccc2)c(=O)[nH]c1=O	-6.9	-9.3	0.0	-0.4	1.0	-7.6	-1.5	-4.7	0.1
COCCNC(=O)C(=O)NCC1OCCN1S(=O)(=O)c1cccs1 (stereo not given)	-10.2	-5.4	0.6	i	-1.2	-7.9	0.0	-2.0	-0.6
Cc1ccc2c(c1)=C(c1sc(N(C)c3ccc(O)cc3)nc1O)C(=O)N=2	2.9	-13.2	-0.4	-18.3	-1.5	-1.0	-2.3	-10.0	-5.2
O=C(c1ccc(Br)o1)N1CCN(c2ccc3nnc(-c4ccccc4)n3n2)CC1	37.3	-2.7	1.1	-0.2	-2.5	-6.8	0.0	-5.2	0.0
COc1ccc(-c2nnc(N)s2)cc1	9.2	-8.5	.	-5.6	3.7	-18.1	0.8	-5.6	-0.9

# Part of the list above, showing only TcdB inh and BoNT A protease.
molecule	TcdB inh	BoNT A protease
O=C(c1ccc(Br)o1)N1CCN(c2ccc3nnc(-c4ccccc4)n3n2)CC1	1.1	0.0
Cc1ccc(S(=O)(=O)NCCCNS(=O)(=O)c2ccccc2Br)cc1	0.3	-0.4
COc1ccc(NC(=O)CC2CCCCC2)cc1OC	.	0.6

# (further entries)
molecule	Y pestis TopoI	PrPC surface inh	TcdB inh	BH1578 lux ind	SARS 3CLpro inh	PriA SSB inh	PfHsp40 yeast	Anthrax LF prot	BoNT A protease
Nc1no[n+]([O-])c1-c1ccccc1	5.6	0.2	1.0	-0.4	1.2	-16.4	0.3	-4.6	0.4
O=C(C1=C(O)C(=O)N(Cc2cccnc2)C1c1ccccn1)c1cccs1 (stereo not given)	2.7	4.4	-0.1	-0.6	0.7	-12.0	-1.6	-1.1	-1.1
CC1(C(=O)NCC2CC2)Cc2c(-c3ccccc3)ccnc2O1 (stereo not given)	7.9	-3.6	1.4	2.1	.	.	.	-1.0	-0.5
CCCNC(=O)C1CC(=O)N(c2ccc(OCC(=O)Nc3cc(C)cc(C)c3)cc2)C1 (stereo not given)	11.0	-3.6	0.4	i	.	-6.8	1.4	-2.6	-0.2
O=C1NC(c2ccncc2)Nc2sc3c(c21)CCCC3 (stereo not given)	-3.3	-7.8	0.9	-1.7	-5.3	0.4	0.7	-5.1	-1.5
CCCNC(=O)CN(C)C(=O)c1n[nH]c2ccccc12	4.9	7.3	.	-0.3	-1.8	-18.2	-0.1	-4.6	-0.1
C=CCC1CCCCC12NC(=O)N(c1ccccc1)N2 (stereo not given)	-7.9	2.9	0.8	i	4.5	-9.8	-0.1	.	.
N#C/C=C\Oc1ccc(Cl)cc1N	6.3	-10.5	-0.5	i	3.3	3.9	-1.4	-1.7	?
Cc1cc(C)c(CN2CCN(CCCn3ccc(NC(=O)OCc4ccccc4)nc3=O)CC2)c(C)c1	25.9	-9.1	0.3	i	.	4.9	-1.5	-0.4	-0.2
O=C1CCC(C(=O)N2CCC(CCO)CC2)CN1Cc1ccc(Cl)cc1 (stereo not given)	1.6	7.7	1.9	i	-1.4	7.7	0.2	-5.0	-2.7
CCCCOC(=O)C1=C(C)NC2(O)c3ccccc3C(=O)C12O (stereo not given)	2.9	2.7	.	i	3.3	-1.6	-0.5	7.9	-0.7
COc1ccc(/C=C/C(=O)ONC2=NCCCCC2)cc1OC	1.7	-5.7	2.8	i	0.6	-25.0	-0.4	-3.8	-0.3
CCc1c(C)nc2c(C#N)c(C)[nH]n2c1=O	2.5	6.3	.	-1.0	-2.6	-2.9	-0.4	-1.4	0.7
COC(=O)c1[nH]c2ccccc2c1NC(=O)CN1CCCCCC1	-0.2	-3.1	.	-0.3	-1.0	-5.7	2.1	4.8	1.8
COc1ccccc1CNC(=O)COn1nnc2ccc(S(=O)(=O)N3CCOCC3)cc21	-11.8	-1.9	1.5	-5.0	.	-7.5	0.6	-2.5	2.4
Cc1ccc(/C=C/C(=O)NC(=S)Nc2ccccc2C(=O)NC2CCCCC2)cc1	-5.7	1.0	.	-7.7	3.7	-2.6	?	0.0	1.0
CC[n+]1c(/C=C/c2c[nH]c3ccccc23)ccc2cc(C)ccc21	.	-5.1	1.4	.	-29.1	33.2	2.6	.	.
CN(C1CCS(=O)(=O)C1)S(=O)C12CC3CC(CC(C3)C1)C2 (stereo not given)	-1.4	-6.3	.	-0.7	3.2	0.2	-0.7	-12.5	0.0
O=C(Cc1c(F)cccc1Cl)N(Cc1ccccc1)c1ccccn1	5.3	2.8	-0.2	0.5	1.5	-18.3	2.2	-7.1	0.2
COc1cccc(OC)c1CN1CCCC(C(=O)c2cccc(Cl)c2)C1 (stereo not given)	10.0	1.4	0.5	-0.4	-5.7	4.3	1.6	5.6	-1.8
COc1ccc(OCc2nnc(SCC(=O)NCC3CCCO3)n2N)cc1 (stereo not given)	1.3	-2.4	-0.3	-0.9	.	-0.9	-1.3	-0.7	7.4
Cc1cc(C(=O)N/N=C/c2c(C)nn(-c3ccccc3)c2C)c(C)o1	-3.6	-7.8	1.0	-0.5	2.9	i	1.0	.	.
COc1ccc2c(c1)CCc1c(C(=O)N3CCOCC3)noc1-2	3.5	-2.4	3.6	-0.4	-6.7	-17.7	-0.5	-18.3	12.2
Cc1ccc(NC(=O)NC(=O)COc2c(F)c(F)cc(F)c2F)c(C)c1	-2.6	-0.1	0.2	-2.9	.	-7.6	-0.4	-3.8	-1.0
CCOC(=O)/C=C1/N(C)c2ccccc2C1(C)C	2.0	-0.4	1.2	-0.4	0.6	-1.0	0.5	-2.0	-0.1

# (continued)
molecule	Y pestis TopoI	PrPC surface inh	TcdB inh	BH1578 lux ind	SARS 3CLpro inh	PriA SSB inh	PfHsp40 yeast	Anthrax LF prot	BoNT A protease
OCCNNC(=S)NC1CC2C=CC1C2 (stereo not given)	-3.7	-6.7	0.5	-0.4	6.0	0.5	1.0	-5.7	0.0
COc1ccc(NC(=O)Nc2nc(C(N)C3CCCCC3)cs2)cc1 (stereo not given)	7.5	10.9	-2.2	i	.	.	.	-8.9	0.4
CC(C)=CCC[C@H](C)CC1Cc2[nH]c(=S)[nH]c(=O)c2C(c2ccc(F)cc2)O1 (stereo not given in full)	.	0.7	-7.7	.	.	.	.	4.3	-0.1
COC(=O)CNC(=O)c1sc2ncn(CC(=O)Nc3ccc(C)c(Cl)c3)c(=O)c2c1C	-10.9	-2.2	1.2	i	-1.4	1.3	1.6	-2.3	0.0
CCCC(=O)Nc1sc2c(c1C#N)CCCC2	-6.0	5.0	.	0.9	-3.1	-19.9	-2.3	-4.7	-0.5
CCOC(=O)c1ccccc1NC(=O)COC(=O)c1c(CC)noc1C	35.4	0.3	1.8	i	.	-35.1	0.0	.	.
CS(=O)(=O)c1ccc(N2CCN(C3CC(=O)NC3=O)CC2)cc1 (stereo not given)	2.8	3.9	.	-0.6	1.5	-5.3	1.1	-0.9	-0.4
O=CNc1cc(-c2ccc(C(=O)N3CCOCC3)cc2)cn2c(-c3ccc(F)cc3)cnc12	22.3	-25.0	-0.1	0.3	.	.	.	1.4	0.1
CC1CCN(C(=O)COC(=O)c2n[nH]c(=O)c3ccccc23)CC1	7.5	0.5	-0.6	-0.6	.	-3.1	-1.9	-11.4	0.6
O=c1[nH]c(=O)c2[nH]c(=S)[nH]c2[nH]1	2.5	3.7	4.9	.	.	1.5	0.8	0.7	-0.8
CN1CCN(Cc2nc3ccccc3c(=O)n2Cc2nc(-c3ccc([N+](=O)[O-])cc3)cs2)CC1	-6.3	-24.0	.	-0.7	1.3	12.6	-0.2	-0.2	7.0
CC(C)C(=O)Nc1ccc(NC(=O)c2ccccc2Cl)nc1	3.3	-2.7	.	i	5.7	-1.2	0.0	-3.1	-0.3
CCOC(=O)c1cccc(-[n+]2c(-c3ccccc3)cc(-c3ccccc3)cc2-c2ccccc2)c1	17.6	-7.4	1.1	i	.	11.2	-0.3	-6.1	-0.2
Cc1cc(Cl)ccc1OCCCC(=O)N1CCN(S(=O)(=O)c2ccccc2)CC1	0.0	13.4	-17.7	3.9	.	-9.0	2.8	0.2	-1.4

# Only part of the results is shown; the hit share may differ from the screen's.
